Source: PubChem
MCL1-BIM inh: inhibitors of MCL1 binding to BIM-BH3, primary screen, biochemical, fluorescence polarization; Induced myeloid leukemia cell differentiation protein Mcl-1 (Homo sapiens), Q07820; GST-MCL1 / FITC-Bim-BH3 fluorescence polarization; inhibition, % at 10.9 µM; 320,000 compounds, 0.68% hits;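 active = inhibition above the mean inhibition of all tested compounds plus 3 SD, set per campaign, cut at about 40% in these data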;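 note: 0% = DMSO wells and 100% = unlabeled Bim-BH3 peptide control; higher means more loss of mP so more displacement of Bim peptide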
Target sequence (Q07820 whole entry, looked up): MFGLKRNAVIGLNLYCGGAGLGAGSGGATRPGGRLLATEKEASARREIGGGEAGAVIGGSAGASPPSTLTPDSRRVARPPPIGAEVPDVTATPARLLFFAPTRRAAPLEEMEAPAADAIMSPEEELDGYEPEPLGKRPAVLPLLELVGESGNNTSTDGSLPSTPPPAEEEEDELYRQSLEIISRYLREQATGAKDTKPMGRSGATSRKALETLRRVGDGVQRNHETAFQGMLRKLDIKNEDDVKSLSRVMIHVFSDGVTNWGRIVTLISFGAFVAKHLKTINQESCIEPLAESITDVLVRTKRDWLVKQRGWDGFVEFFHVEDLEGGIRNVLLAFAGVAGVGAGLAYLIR
CIT2-GFP yeast: modulators of CIT2-GFP expression in yeast, primary screen, S. cerevisiae, GFP fusion, multiplex flow cytometry, MLPCN library. S. cerevisiae CIT2-GFP strain, 3 h; 100 means same as DMSO wells. AID 2029, 2009. GFP response vs DMSO, % at 10 µM. 320,000 compounds, 0.065% hits;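 active = GFP response relative to DMSO above a set limit, near the screen mean plus 3 SD, cut at about 150% in these data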;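 note: ratio of well median GFP fluorescence to mean of DMSO wells on the plate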
BCLXL inh: inhibitors of human Bcl-xL, primary screen, biochemical, fluorescence polarization, HTS. GST-Bcl-xL / FITC-Bim BH3 peptide fluorescence polarization. inhibition, % at 10.9 µM. 320,000 compounds, 0.7% hits;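 active = inhibition above the mean of all tested compounds plus 3 SD, cutoff set per campaign, cut at about 30% in these data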;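 note: 0% = DMSO wells and 100% = unlabeled Bim-BH3 peptide competitor; inhibitors lower millipolarization by displacing the labeled peptide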
Target sequence (Q07817 whole entry, looked up): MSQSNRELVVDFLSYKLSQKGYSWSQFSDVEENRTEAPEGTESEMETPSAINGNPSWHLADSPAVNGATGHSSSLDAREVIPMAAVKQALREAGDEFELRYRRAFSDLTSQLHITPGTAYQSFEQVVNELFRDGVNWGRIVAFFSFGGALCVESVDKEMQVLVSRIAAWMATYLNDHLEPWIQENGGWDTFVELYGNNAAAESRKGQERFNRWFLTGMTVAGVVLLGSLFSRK
VLA-4 inh: inhibition in human VLA-4 binding assay, primary screen, VLA-4 allosteric modulator project, MLPCN library, flow cytometry, VLA-4 expressing cells | ligand binding flow cytometry | Integrin alpha-4 (Homo sapiens), P13612 | inhibition, % (about 7 µM as worked out from the volumes in the protocol) | 330,000 compounds, 0.2% hits; in the data active = inhibition above about 50%
MEX-5 binding: MEX-5 zinc finger RNA-binding disruptors – biochemical, C. elegans, fluorescence polarization, MLPCN library, primary screen. Zinc finger protein mex-5 (Caenorhabditis elegans), Q9XUB2. MEX-5/FITC-TCR2 RNA binding; stronger effect = lower value. activity score (negative = inhibition of binding), % at 10 µM. 300,000 compounds, 0.38% hits. AID 1832, 2009;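 active = inhibition past about -25% in most replicates, and total fluorescence under double the plate's negative control median, limit read from the data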;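 note: 0% = DMSO and -100% = 5 µM competing unlabeled TCR2 RNA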
AGP1 TOR yeast: modulators of AGP1-GFP expression in yeast TOR pathway, primary screen, cell-based, multiplex flow cytometry, S. cerevisiae, MLPCN library | 320,000 compounds, 0.02% hits | GFP response vs DMSO, % at 10 µM | 3 h; GFP as percent of DMSO wells;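 active = GFP response relative to DMSO above a set limit, near screen average plus 3 SD, cut at about 150% in these data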;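 note: median GFP channel fluorescence of the gated AGP1 strain per well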
Yeast superoxide: reduction of superoxide in aged yeast, primary screen, HTS; S. cerevisiae aged cells, superoxide DHE fluorescence; stronger effect = lower value; superoxide response (% of plate mean), % at 10 µM; 330,000 compounds, 0.18% hits; AID 2690, 2010;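 active = superoxide response under a set limit, about three screen SD below normal, cut at about 65% in these data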;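 note: yeast aged for seven days with compound at 30 °C before DHE staining; 100% = average MFI of all compound-treated wells on the plate with controls excluded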
GRK2 aptamer HTS: compounds blocking aptamer binding on GRK2 – biochemical, human GRK2, bead flow cytometry, HTS, primary screen | FAM-aptamer displacement from GRK2 | AID 488847, 2010 | inhibition of aptamer binding, % at 10 µM | 330,000 compounds, 0.59% hits;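 active = inhibition of aptamer binding above 40%, roughly 3 SD of noise, on plates passing a quality check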;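 note: median bead fluorescence of bound FAM aptamer so fluorescent compounds give negative values; no value below 0 was filed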
GLD-1 TGE inh: GLD-1/TGE RNA complex disruptors, primary screen, biochemical, fluorescence polarization | 320,000 compounds, 0.44% hits | purified GLD-1 + fluorescein TGE RNA | AID 2280, 2010 | inhibition, % at 5.96 µM;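 active = percent inhibition above a per-plate cutoff, the plate mean of test compounds plus 3 SD, cut at about 30% in these data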;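 note: 0% = DMSO wells with GLD-1 and probe and 100% = wells lacking GLD-1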
Target sequence (Q17339 whole entry, looked up): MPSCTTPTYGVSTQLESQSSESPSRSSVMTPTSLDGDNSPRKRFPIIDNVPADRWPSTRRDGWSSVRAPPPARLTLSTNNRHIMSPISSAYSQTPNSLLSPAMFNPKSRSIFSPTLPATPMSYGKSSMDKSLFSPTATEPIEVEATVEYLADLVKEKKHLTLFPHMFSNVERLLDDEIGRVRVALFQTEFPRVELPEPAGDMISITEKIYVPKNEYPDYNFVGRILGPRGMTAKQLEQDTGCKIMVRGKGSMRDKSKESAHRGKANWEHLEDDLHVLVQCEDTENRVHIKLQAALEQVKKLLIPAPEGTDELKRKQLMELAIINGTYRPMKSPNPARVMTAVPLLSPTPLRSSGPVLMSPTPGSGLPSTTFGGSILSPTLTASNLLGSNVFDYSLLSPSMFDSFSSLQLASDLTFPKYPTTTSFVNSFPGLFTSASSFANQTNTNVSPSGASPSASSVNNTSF
An asterisk follows results filed as active.

How did Cc1cc(C)nc(N2CCN(S(=O)(=O)c3ccc(F)cc3)CC2)n1 do in these assays?
MCL1-BIM inh: 11; CIT2-GFP yeast: 92; BCLXL inh: 2; VLA-4 inh: 11; MEX-5 binding: 1.9; AGP1 TOR yeast: 104; Yeast superoxide: 100; GRK2 aptamer HTS: 4; GLD-1 TGE inh: 8

Results for O=C(Cn1nc(C(F)F)cc1C(F)F)NNC(=S)Nc1ccc(F)cc1 ?
MCL1-BIM inh: 4; CIT2-GFP yeast: 102; BCLXL inh: 2; VLA-4 inh: -1; MEX-5 binding: 0.0; AGP1 TOR yeast: 102; Yeast superoxide: 81; GRK2 aptamer HTS: 2; GLD-1 TGE inh: 4

What do the screens show for `CC1(C)Cc2cccc(OCC(=O)NCCOc3ccccc3)c2O1`?
MCL1-BIM inh: -6; CIT2-GFP yeast: 101; BCLXL inh: 3; VLA-4 inh: 10; MEX-5 binding: 0.0; AGP1 TOR yeast: 104; Yeast superoxide: 82; GRK2 aptamer HTS: 1; GLD-1 TGE inh: -2

Results for COc1ccc(CCN2CC(C(=O)Nc3ccc4c(c3)OCO4)CC2=O)cc1OC (centres undefined) ?
MCL1-BIM inh: -5; CIT2-GFP yeast: 113; BCLXL inh: 2; VLA-4 inh: 4; MEX-5 binding: -1.1; AGP1 TOR yeast: 103; Yeast superoxide: 99; GRK2 aptamer HTS: 3; GLD-1 TGE inh: -5

What do the screens show for `COc1ccc(S(=O)(=O)N(C)C)cc1NC(=O)COC(=O)c1nc2nccc(C)n2n1`?
MCL1-BIM inh: 4; CIT2-GFP yeast: 105; BCLXL inh: 0; VLA-4 inh: -4; MEX-5 binding: -0.7; AGP1 TOR yeast: 107; Yeast superoxide: 98; GRK2 aptamer HTS: 0; GLD-1 TGE inh: 2

Results for Cc1cccc(C(C)C)c1NC(=O)Cc1ccc(S(=O)(=O)N2CCOCC2)s1 ?
MCL1-BIM inh: -17; CIT2-GFP yeast: 96; BCLXL inh: -18; VLA-4 inh: 12; MEX-5 binding: 1.9; AGP1 TOR yeast: 102; Yeast superoxide: 116; GRK2 aptamer HTS: 5; GLD-1 TGE inh: 1

What do the screens show for `Cc1c(OCC(=O)NCc2ccccn2)ccc2c(-c3ccccc3)cc(=O)oc12`?
MCL1-BIM inh: 1; CIT2-GFP yeast: 101; BCLXL inh: 5; VLA-4 inh: -13; MEX-5 binding: 0.1; AGP1 TOR yeast: 100; Yeast superoxide: 81; GRK2 aptamer HTS: 0; GLD-1 TGE inh: -12

Results for Cc1cc(N/N=C/c2cccc([N+](=O)[O-])c2)nc(-n2nc(C)cc2C)n1 ?
MCL1-BIM inh: 3; CIT2-GFP yeast: 96; BCLXL inh: 2; VLA-4 inh: -2; MEX-5 binding: -2.3; AGP1 TOR yeast: 96; Yeast superoxide: 106; GRK2 aptamer HTS: 4; GLD-1 TGE inh: 4

How did Cc1cccc(C)c1NC(=O)CNC(=O)CNC(=O)c1ccc2c(c1)OCO2 do in these assays?
MCL1-BIM inh: -1; CIT2-GFP yeast: 91; BCLXL inh: 3; VLA-4 inh: 8; MEX-5 binding: 0.4; AGP1 TOR yeast: 88; Yeast superoxide: 105; GRK2 aptamer HTS: 1; GLD-1 TGE inh: -2

Results for CCN(CC)CCNC(=O)Cn1nc(Cc2ccncc2)c2ccccc2c1=O ?
MCL1-BIM inh: 0; CIT2-GFP yeast: 95; BCLXL inh: 2; VLA-4 inh: 16; MEX-5 binding: 0.4; AGP1 TOR yeast: 99; Yeast superoxide: 103; GRK2 aptamer HTS: 0; GLD-1 TGE inh: 3

Results for COc1cc(C(=O)NCc2cccc(Cl)c2)ccc1OCC(=O)N1CCOCC1 ?
MCL1-BIM inh: -24; CIT2-GFP yeast: 82; BCLXL inh: -12; VLA-4 inh: -2; MEX-5 binding: 0.0; AGP1 TOR yeast: 87; Yeast superoxide: 94; GRK2 aptamer HTS: 3; GLD-1 TGE inh: 0

What do the screens show for `Cc1ccc(NS(=O)(=O)c2ccc3c(c2)CC(=O)N3)c(C)c1`?
MCL1-BIM inh: -6; CIT2-GFP yeast: 101; BCLXL inh: 2; VLA-4 inh: 2; MEX-5 binding: -0.7; AGP1 TOR yeast: 100; Yeast superoxide: 95; GRK2 aptamer HTS: 0; GLD-1 TGE inh: -3

A section taken from the entries so far, for reference:
Results for COc1ccc(CCN2CC(C(=O)Nc3ccc4c(c3)OCO4)CC2=O)cc1OC (centres undefined) ?
MCL1-BIM inh: -5; CIT2-GFP yeast: 113; BCLXL inh: 2; VLA-4 inh: 4; MEX-5 binding: -1.1; AGP1 TOR yeast: 103; Yeast superoxide: 99; GRK2 aptamer HTS: 3; GLD-1 TGE inh: -5

What do the screens show for `COc1ccc(S(=O)(=O)N(C)C)cc1NC(=O)COC(=O)c1nc2nccc(C)n2n1`?
MCL1-BIM inh: 4; CIT2-GFP yeast: 105; BCLXL inh: 0; VLA-4 inh: -4; MEX-5 binding: -0.7; AGP1 TOR yeast: 107; Yeast superoxide: 98; GRK2 aptamer HTS: 0; GLD-1 TGE inh: 2

(more compounds)
What do the screens show for `CCOC(=O)c1c(S(=O)(=O)N2CCCC(C(=O)Nc3ccc(C)cn3)C2)c(C)n(C)c1C` (centres undefined)?
MCL1-BIM inh: -2; CIT2-GFP yeast: 106; BCLXL inh: 7; VLA-4 inh: -6; MEX-5 binding: -2.6; AGP1 TOR yeast: 100; Yeast superoxide: 94; GRK2 aptamer HTS: 1; GLD-1 TGE inh: 10

Results for CN(C)CCNC(C(=O)Nc1cccc(S(=O)(=O)N2CCOCC2)c1)c1ccccc1 (centres undefined) ?
MCL1-BIM inh: 7; CIT2-GFP yeast: 96; BCLXL inh: 4; VLA-4 inh: 4; AGP1 TOR yeast: 101; Yeast superoxide: 104; GRK2 aptamer HTS: 0; GLD-1 TGE inh: 4

Results for Cc1oc(-c2ccccc2)nc1C(=O)N1CCN(c2ccc(F)cc2)CC1 ?
MCL1-BIM inh: -6; CIT2-GFP yeast: 98; BCLXL inh: -3; VLA-4 inh: 7; MEX-5 binding: 0.3; AGP1 TOR yeast: 103; Yeast superoxide: 106; GRK2 aptamer HTS: 0; GLD-1 TGE inh: 2

Results for c1ccc2sc(SCSc3nc4ccccc4s3)nc2c1 ?
MCL1-BIM inh: -5; CIT2-GFP yeast: 106; BCLXL inh: 5; VLA-4 inh: 1; MEX-5 binding: 2.8; AGP1 TOR yeast: 106; Yeast superoxide: 85; GRK2 aptamer HTS: 0; GLD-1 TGE inh: -5

Results for COc1ccc(-c2cc(C(F)(F)F)nc(SCC(N)=O)n2)cc1 ?
MCL1-BIM inh: 2; CIT2-GFP yeast: 94; BCLXL inh: 3; VLA-4 inh: 16; MEX-5 binding: -1.1; AGP1 TOR yeast: 100; Yeast superoxide: 95; GRK2 aptamer HTS: 0; GLD-1 TGE inh: 2

How did COc1cc(/C=N/NC(=O)c2ccncc2)ccc1OCC(=O)Nc1cccc([N+](=O)[O-])c1 do in these assays?
MCL1-BIM inh: -5; CIT2-GFP yeast: 94; BCLXL inh: 0; VLA-4 inh: 5; MEX-5 binding: -2.0; AGP1 TOR yeast: 102; Yeast superoxide: 114; GRK2 aptamer HTS: 0; GLD-1 TGE inh: -3

What do the screens show for `O=c1cc(CSc2n[nH]c(-c3ccncc3)n2)nc2sccn12`?
MCL1-BIM inh: 14; BCLXL inh: 9; VLA-4 inh: 3; MEX-5 binding: 0.6; AGP1 TOR yeast: 102; Yeast superoxide: 96; GRK2 aptamer HTS: 4; GLD-1 TGE inh: 2

What do the screens show for `Cc1cc(C)cc(NC(=S)N(CCN(C)C)Cc2cccs2)c1`?
MCL1-BIM inh: 8; CIT2-GFP yeast: 102; BCLXL inh: 2; VLA-4 inh: 8; MEX-5 binding: 1.6; AGP1 TOR yeast: 101; Yeast superoxide: 96; GRK2 aptamer HTS: 1; GLD-1 TGE inh: 2

How did CCSc1ncc(C#N)c(=O)[nH]1 do in these assays?
MCL1-BIM inh: 6; CIT2-GFP yeast: 101; BCLXL inh: 7; VLA-4 inh: 0; MEX-5 binding: -3.3; AGP1 TOR yeast: 100; Yeast superoxide: 112; GRK2 aptamer HTS: 0; GLD-1 TGE inh: 3

Results for Cn1nnnc1NCc1ccccc1F ?
MCL1-BIM inh: 3; CIT2-GFP yeast: 102; BCLXL inh: -1; VLA-4 inh: -3; MEX-5 binding: -0.5; AGP1 TOR yeast: 96; Yeast superoxide: 94; GRK2 aptamer HTS: 0; GLD-1 TGE inh: 10

Results for CC(OC(=O)c1nn(C)c(=O)c2ccccc12)C(=O)NCc1ccc2c(c1)OCO2 (centres undefined) ?
MCL1-BIM inh: 6; CIT2-GFP yeast: 105; BCLXL inh: 7; VLA-4 inh: 7; MEX-5 binding: 4.1; AGP1 TOR yeast: 104; Yeast superoxide: 97; GRK2 aptamer HTS: 0; GLD-1 TGE inh: 11

What do the screens show for `Cc1ccc(S(=O)(=O)N2CCN(C(=O)COC(=O)CCOc3cc(C)ccc3C)CC2)cc1`?
MCL1-BIM inh: -24; CIT2-GFP yeast: 92; BCLXL inh: -10; VLA-4 inh: 2; MEX-5 binding: 0.3; AGP1 TOR yeast: 95; Yeast superoxide: 154; GRK2 aptamer HTS: 6; GLD-1 TGE inh: 6

How did COc1ccc(/C=N/OCC(=O)N=Nc2c(O)[nH]c3ccc(Br)cc23)cc1OC do in these assays?
MCL1-BIM inh: 23; CIT2-GFP yeast: 94; BCLXL inh: 7; VLA-4 inh: -1; MEX-5 binding: 0.0; AGP1 TOR yeast: 96; Yeast superoxide: 109; GRK2 aptamer HTS: 0; GLD-1 TGE inh: 7

What do the screens show for `Cc1[nH]c2ccccc2c1-c1ccc(Cl)nn1`?
MCL1-BIM inh: 1; BCLXL inh: 5; VLA-4 inh: 2; MEX-5 binding: 1.0; AGP1 TOR yeast: 83; Yeast superoxide: 94; GRK2 aptamer HTS: 3; GLD-1 TGE inh: 2

How did N#CC1(c2ccccc2)CCC(=O)N1c1ccccc1 (centres undefined) do in these assays?
MCL1-BIM inh: 8; CIT2-GFP yeast: 93; BCLXL inh: 1; VLA-4 inh: 5; MEX-5 binding: -1.1; AGP1 TOR yeast: 99; Yeast superoxide: 91; GRK2 aptamer HTS: 0; GLD-1 TGE inh: -2

Results for CC1CCCC(C)N1C(=O)Cn1nnc(-c2ccccc2)n1 (centres undefined) ?
MCL1-BIM inh: 0; CIT2-GFP yeast: 106; BCLXL inh: 3; VLA-4 inh: -19; MEX-5 binding: -1.9; AGP1 TOR yeast: 103; Yeast superoxide: 106; GRK2 aptamer HTS: 1; GLD-1 TGE inh: 9

How did CCN1CCN(C(=O)Cn2nc(C)c3sc4ccccc4c3c2=O)CC1 do in these assays?
MCL1-BIM inh: 0; CIT2-GFP yeast: 109; BCLXL inh: 3; VLA-4 inh: 2; MEX-5 binding: 1.1; AGP1 TOR yeast: 100; Yeast superoxide: 103; GRK2 aptamer HTS: 6; GLD-1 TGE inh: -5

How did CCN1CCN(c2ncc(C(=O)Nc3ccccc3C(=O)OC)c3ccccc23)CC1 do in these assays?
MCL1-BIM inh: 5; CIT2-GFP yeast: 104; BCLXL inh: 8; VLA-4 inh: -6; MEX-5 binding: -1.8; AGP1 TOR yeast: 90; Yeast superoxide: 97; GRK2 aptamer HTS: 0; GLD-1 TGE inh: 1
